# Akt phos inh – inhibitors of Akt phosphorylation | Neuro2A IGF-stimulated pAkt S473 HTRF, 20 min; hits give low values | activity change, % for hits at 50 µM | hit rate 0.32% among 360,000; in the data active means activity change below about -80%; inconclusive means mostly about -51% to -80%; further: on the % scale 0 is the no-effect control and ±100 the full control effect
#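 Single-point screen (50 µM final compound) in Neuro2A cells stimulated 20 min with 6 nM IGF at 37 deg C. After lysis, Ser473-phosphorylated Akt read by HTRF (ex 330 nm, em 615/665 nm) as the 665/615 ratio.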
# Abeta yeast res – A-beta toxicity reversal in yeast. yeast expressing A-beta42, growth rescue, OD600, 48 h; response scale: 0% DMSO, 100% iron-clioquinol control. Potency, µM (top dose mostly 46.1 µM), for inactives: top-dose growth rescue, most hits filed as activators. hit rate 0.063% among 410,000; further: potency means the concentration at half of the fitted maximal effect; nearly all actives have a fitted effect of over 55% in size
#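 Yeast A-beta toxicity model in growth medium with pinned compounds, 48 h at 30 C; growth read as absorbance at 600 nm. Normalized to FeCl3/clioquinol equimolar mix (positive) and DMSO (negative).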
# aSyn yeast inh – rescues yeast growth from alpha-synuclein toxicity; Yeast expressing alpha-synuclein, growth rescue, BacTiter-Glo, 24 h; Potency, µM (top dose mostly 46.1 µM), for inactives: at the top dose growth rescue (activation), hits mostly activators; AID 652106; hit rate 0.14% among 370,000; further: potency means the concentration at half of the fitted maximal effect; % of control where 0% means no effect; nearly all actives have a fitted effect of over 65% in size
#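 Rescue of yeast growth: cells expressing toxic alpha-synuclein, induced in galactose at OD600 0.02, incubated with compound 24 h at 30 C. ATP luminescence quantified growth; inhibitors of toxicity appear as activators.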
# PTHR1 ag – activates the human parathyroid hormone receptor PTHR1 | Potency, µM (highest dose often 115 µM), for inactives: at the top dose activation, actives largely listed as activators | hit rate 0.075% among 410,000 | Q03431 | HEK293 GP2 PTHR1 cells, GloSensor cAMP luminescence, 1 h | AID 743266; further: potency means the concentration at half of the fitted maximal effect; nearly all actives have a fitted effect of over 55% in size; some results filed as inactive show a strong effect at the top dose; inactives centre near -15; many of its hits are not listed in these tables
# Target sequence (Q03431 whole entry, looked up): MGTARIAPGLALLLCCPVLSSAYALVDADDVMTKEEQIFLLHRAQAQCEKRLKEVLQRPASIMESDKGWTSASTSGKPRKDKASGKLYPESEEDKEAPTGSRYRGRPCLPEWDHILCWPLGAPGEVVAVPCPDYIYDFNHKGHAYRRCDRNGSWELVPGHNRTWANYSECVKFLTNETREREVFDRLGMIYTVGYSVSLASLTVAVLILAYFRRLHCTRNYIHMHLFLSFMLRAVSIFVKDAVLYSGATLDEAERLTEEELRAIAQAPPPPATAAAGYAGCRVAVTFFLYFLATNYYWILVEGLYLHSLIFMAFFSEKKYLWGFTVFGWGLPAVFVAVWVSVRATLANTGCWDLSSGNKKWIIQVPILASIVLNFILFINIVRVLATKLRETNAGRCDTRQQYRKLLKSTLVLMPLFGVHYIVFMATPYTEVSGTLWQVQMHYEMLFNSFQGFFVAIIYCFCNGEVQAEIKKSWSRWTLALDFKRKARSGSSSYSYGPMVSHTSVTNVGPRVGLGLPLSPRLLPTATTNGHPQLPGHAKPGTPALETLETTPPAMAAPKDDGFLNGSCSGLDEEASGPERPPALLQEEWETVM
#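 HEK-293-derived GP2 cells expressing PTHR1 and a GloSensor cAMP reporter, 3,000/well, plated overnight, given luciferin plus IBMX (each 0.5 mM as added) for 1 h at 37 °C, then compound for 1 h at 37 °C. Luminescence was read after 15 min at room temperature.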
# HEK293 tox – cytotoxicity counter-screen for GLP-1 receptor inverse agonists; hit rate 0.13% among 410,000; HEK293 cAMP-luciferase reporter cells, luminescence, 24 h; Potency, µM (titrated, usually from 38.3 µM), for the others: top-dose activity change, negative = inhibition, most hits filed as inhibitors;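 further: loss of luciferase light is scored as toxicity; potency means the concentration at half of the fitted maximal effect; on the % scale 0 is the no-effect control and ±100 the full control effect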
#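 Luminescence readout: signal drop marks cytotoxicity. Plated cells grew 12 h at 37 °C, 5% CO2, received 23 nL compound for 24 h, then got luciferase reagent, read after 12 min at RT.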
# TDP-43 yeast inh – inhibitors of TDP-43 toxicity in yeast. AID 652104. hit rate 1.8% among 410,000. Potency, µM (titrated, usually from 46.1 µM), for inactives: at the highest dose growth rescue (activation), hits mostly activators. TDP-43 expressing yeast growth rescue, BacTiter-Glo, 24 h; further: potency means the concentration at half of the fitted maximal effect; % of control where 0% means no effect; nearly all actives have a fitted effect of over 50% in size
#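 In this qHTS, compounds that restore growth of yeast expressing TDP-43 appear as activators. Cells (OD600=0.02, galactose medium, raffinose-pregrown) are incubated with compound 24 hr at 30 deg C and growth is quantified by BacTiter-Glo.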
# Mm-Cpn inhibitor – blocks the Methanococcus maripaludis chaperonin Mm-Cpn. Potency, µM (doses to about 76.9 µM), for inactives: at the top dose activity, negative = inhibition, usual class: inhibitors. purified Mm-Cpn ATPase, ADP Transcreener TR-FRET. hit rate 0.031% among 330,000; further: potency means the concentration at half of the fitted maximal effect; on the % scale 0 is the no-effect control and ±100 the full control effect; nearly all actives have a fitted effect of over 80% in size
#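 TR-FRET (320 nm excitation; 590 and 665 nm emission) reports ADP made from 10 uM ATP by 25 nM enzyme; compounds were preincubated 10 min, reaction run 30 min, both at 37°C.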
# FUS suppressor – suppressors of FUS proteinopathy in yeast | S. cerevisiae FUS-expressing, growth rescue, OD600, 24 h | Potency, µM (top dose mostly 76.6 µM), inactives show at the top dose growth rescue (activation), hits mostly activators | hit rate 0.24% among 390,000 | AID 1347120;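 further: potency means the concentration at half of the fitted maximal effect; plate controls were DMSO vehicle for no effect and reference control for full effect; nearly all actives have a fitted effect of over 55% in size; some results filed as inactive show a strong effect at the top dose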
#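 Steps: raffinose overnight preculture; dilution to OD 0.005 in 2% galactose minimal medium; compound addition (concentration series); 24hr at 30C, 99% humidity; absorbance read at 600 nm.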
# GLP-1R inv ag – inverse agonists of human GLP-1 receptor; hit rate 1.6% among 410,000; P43220; AID 624417; HEK293 GLP-1R CRE-luciferase, luminescence, 24 h; GLP-1R form is constitutively active; Potency, µM (series often up to 38.3 µM), for inactives: at the highest dose activity change, negative = inhibition, most hits filed as inhibitors; further: potency means the concentration at half of the fitted maximal effect; on the % scale 0 is the no-effect control and ±100 the full control effect; nearly all actives have a fitted effect of over 55% in size
# Target sequence (P43220 whole entry, looked up): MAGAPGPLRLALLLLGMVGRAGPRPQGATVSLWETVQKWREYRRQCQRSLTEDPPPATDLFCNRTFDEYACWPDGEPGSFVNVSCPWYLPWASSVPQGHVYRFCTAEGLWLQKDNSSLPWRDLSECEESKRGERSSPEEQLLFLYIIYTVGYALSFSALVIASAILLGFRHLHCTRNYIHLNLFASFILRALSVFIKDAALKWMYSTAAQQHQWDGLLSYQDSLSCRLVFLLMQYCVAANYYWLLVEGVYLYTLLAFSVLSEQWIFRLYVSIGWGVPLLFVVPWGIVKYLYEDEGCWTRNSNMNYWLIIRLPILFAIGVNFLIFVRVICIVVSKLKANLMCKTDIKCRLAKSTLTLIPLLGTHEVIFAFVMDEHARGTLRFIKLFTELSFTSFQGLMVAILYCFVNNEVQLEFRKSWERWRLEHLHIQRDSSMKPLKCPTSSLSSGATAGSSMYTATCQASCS
#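 Cells are plated, allowed 12 hours at 37 deg C, then treated with compounds for 24 hr before luciferase detection reagent is added and luminescence is read after 12 min at room temperature. The HEK293 line carries constitutively active GLP-1R with a cAMP-responsive reporter.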
# An asterisk follows results filed as active; i = inactive; ? = inconclusive; · = not tested or not shown; & = joins results of further samples; [ ] = dose if it differs, or a comment. Unless noted, the call rests on the fitted dose curve; in most records, active means well fitted curve in the direction sought with a large enough effect; inconclusive means small, poorly fitted or top-dose-only effect, or another doubt; inactive means no such curve, though single readings can be large; an effect the other way counts as inactive or inconclusive. Some of the compounds tested; count on the stated rates, not on these rows.
SMILES,Akt phos inh,Abeta yeast res,aSyn yeast inh,PTHR1 ag,HEK293 tox,TDP-43 yeast inh,Mm-Cpn inhibitor,FUS suppressor,GLP-1R inv ag
CCCNC(=O)NC1CCCc2ccccc21 (stereo not drawn),i,-7%,-11%,i,19%,-3%,3%,-30%,1%
CCN(C[C@H]1N[C@@](CC)(C(=O)OC)[C@H]2C(=O)N(C)C(=O)[C@@H]12)C(=O)Nc1ccc(F)cc1,i,-13%,-3%,-20%,-7%,8%,-1%,-17%,0%
Cc1ccc(-c2cc(C(F)F)n3ncc(C(=O)Nc4ccc(S(=O)(=O)Nc5ccccc5C)cc4)c3n2)cc1,i,4%,-5%,i,11%,5%,0%,-24%,3%
Cc1cccc(/C(N)=N/OC(=O)c2ccc(Br)o2)c1,i,-4%,-36%[inhibitor],i,1%,4.5µM*,-3%,·,13%
Cc1ccc(Cn2nc3n(c2=O)-c2cc(Cl)ccc2OC3)cc1,·,-8%,·,-10%,2%,18%,·,14%,3%
O=C(CCC(=O)c1cccs1)NNC(=O)c1ccccc1O,i,-6%,-4%,-4%,4%,4%,-4%,31%,-5%
CCCc1nnc(SCCSc2nnc(CCC)n2N)n1N,i,6%,1%,-14%[57.5 µM],2%,24%,-2%,14%,-5%
CCCN(C(=O)Cn1ncc2c(=O)oc3ccccc3c21)c1cccc(C)c1,i,10%&14%,21%,-14%&-8%,2%&-6%,?,·,-1%&34%,-15%&-1%
CC1=NN2C(=N)/C(=C\c3cc(C)n(-c4ccccc4)c3C)C(=O)N=C2S1,i,1%,1%,-1%,-2%,-13%,2%,15%,41%[activator]
Cc1ccc(-c2nc3ccccc3s2)cc1NC(=O)c1cc(-n2cnnc2)ccc1Cl,i,19%,-1%,-36%[inhibitor][57.5 µM],-3%,-5%,-5%,10%,4%
COc1ncnc2c1oc1nc(CC(C)C)c3c(c12)CC(C)(C)OC3,i,-11%,2%,?,17%,-20%,1%,0%,180%[activator]
CCN(CC)C(=O)Oc1ccc(Cl)c2cccnc12,i,-11%,1%,i,1%,5%,2%,7%,-9%
O=C(CCNS(=O)(=O)c1ccccc1)OCC(=O)c1ccc(Br)cc1,i,-4%,4%,i,0%,-15%,-4%,10%,42%[activator]
CCc1ccc(NC(=O)CCNS(=O)(=O)c2cccs2)cc1,i,-13%,-8%,-24%,11%,6%,-3%,-7%,-22%
Cc1c(Cl)cccc1NC(=O)Cn1c(-c2ccc(F)cc2)noc1=O,i,?,0%,-72%[inhibitor],-5%,16%,-1%,-9%,?
Cc1ccc(S(=O)(=O)N2CCCC2CNC(=O)C(=O)Nc2ccc(F)cc2)cc1 (stereo not drawn),i,0%,3%,i,?,22%,-8%,28%,?
COc1ccc2nc(N/C(=N/S(=O)(=O)c3cccs3)c3ccccc3Cl)sc2c1,i,13%,-1%,-5%,4%,-15%[0.397 µM],4%,20%,-38%
OCCN1CCN(C(=S)NC2CCCC2)CC1,i,0%,3%,-23%,-4%,-10%,0%,-1%,11%
CN1CCN(CCOC2Cc3ccccc3Sc3ccc(Cl)cc32)CC1 (stereo not drawn),i,-20%,1%,?,?,-12%,3%,·,8.9µM*
COc1ccc(NS(=O)(=O)c2c(C)cc(C)cc2C)cc1,i,10%,19%,-12%[57.5 µM],-25%,?,-1%,11%,?
O=C(O)COc1ccc(/C=C/C(=O)c2ccc(C3CCCCC3)cc2)cc1,i,6%,-30%[inhibitor],-7%,0%,-7%,-1%,4%,9%
CO/N=C/c1ccc(N2CCOCC2)c([N+](=O)[O-])c1,i,16%,-5%,i,10%,10%,0%,-26%,15%
CCC(NC(=O)Cn1cnc2c(=O)n(C)c(=O)n(C)c21)c1ccccc1 (stereo not drawn),i,-3%,-4%,i,3%,-12%,-5%,0%,-25%
CC(C)c1ccc(/C=N/n2nnnc2Nc2ccccc2)cc1,i,7%,-1%,i,-19%,3%,-1%,-9%,?
Cc1cccc(NC(=O)Cc2noc3ccccc23)c1,i,14%,0%,-2%[57.5 µM],-5%,?,3%,12%,0%
CN(CC1CCCN(CCc2ccc(Cl)cc2)C1)C(=O)c1ccc2nc[nH]c2c1 (stereo not drawn),i,10%,1%,-4%,26%,-11%,-2%,22%,-27%
O=C(c1ccccc1Cl)N1CCn2c1nc1ccccc12,i,-11%,1%,-1%,-4%,-1%,1%,15%,5%
COC(=O)c1ccccc1NC(=O)N1CSC[C@H]1C(=O)OC,i,20%,-5%,18%[57.5 µM],5%,5%,2%,-10%,9%
CCCN1CCC(=O)N([C@H](CSc2ccc(OC)cc2)Cc2ccccc2)CC1,i,20%,4%,-21%,-11%,7%,-1%,-3%,?
CCOCCOC(=O)c1ccc(NC(=O)c2cc3ccccc3o2)cc1,i,-15%,-13%,-29%,-1%,·,·,9%,?
CC1(C(=O)NC2CCCCC2)Cc2ccccc2C(=O)N1Cc1ccc(Cl)cc1 (stereo not drawn),·,-13%,·,i,-13%,20%,·,13%,13%
N#C/C(C(=O)N1CCOCC1)=C1/SC(Cc2ccccc2)C(=O)N1c1ccccc1 (stereo not drawn),i,6%,5%,i,67%[activator],3%,0%,-16%,9%
CC1CCCN(CC(=O)Nc2ccc(S(=O)(=O)NC3CCCCC3)cc2)C1 (stereo not drawn),i,22%,1%,?,1%,-5%,1%,10%,0%
CCC(C)[C@H](NC(=O)N1CC(=O)Nc2ccccc21)C(=O)NC(C)CCc1ccccc1 (stereo partly drawn),i,4%,0%,i,-11%,-5%,1%,10%,?
CCOCCCNc1nc2c(C)cccn2c(=O)c1/C=C1\SC(=S)N(CC(C)C)C1=O,i,2%,2%,-11%,21%,20%,1%,2%,-5%
C/C(=N\Nc1nccnc1Cl)c1ccc(Cl)c(Cl)c1,i,-3%,-19%,-6%,?,24%,0%,-3%,-9%
Cc1cccc(C)c1NC(=S)N(CCCN1CCOCC1)Cc1cccnc1,i,-15%,-4%,-11%,7%,24%,2%,11%,13%
Cc1cc(N(C)N)nc(NC(=O)NS(=O)(=O)c2ccccc2Cl)n1,i,-4%,1%,i,81%[activator],22%,-2%,10%,13%
O=C(CN1C(=O)COc2ccccc21)NCCCN1CCN(c2ccccc2F)CC1,i,-3%,-2%,6%,-2%,-23%,1%,16%,-21%
Cc1ccc(/C([O-])=C(/C(=S)NCCN2CCOCC2)[n+]2ccccc2)cc1[N+](=O)[O-],i,-10%,-6%,25%,10%,-22%,-1%,23%,-2%
CCCCOc1ccc(OCCCN2CCOCC2)cc1,·,-16%,9%,-15%,-11%,8%,1%[15.4 µM],-19%,-25%
COc1cccc(CN(C)CCCn2ccc(NC(=O)OCc3ccccc3)nc2=O)c1,i,11%,1%,-12%,-1%,22%,·,-20%,9%
Cc1n[nH]c(C)c1S(=O)(=O)N1CCOCC1,i,8%,4%,12%[57.5 µM],-10%,3%,0%,-16%,11%
CCOC(=O)Cn1c(=O)oc2cc(S(=O)(=O)N3CCN(c4ccccn4)CC3)ccc21,i,-6%,7%,-11%,11%,5%,1%,-11%,9%
O=S1(=O)c2ccc(Br)cc2N2CCC[C@H]2CN1Cc1ccccc1,i,4%,-1%,i,?,16%,-4%,9%,4µM*
CC(=O)c1c(C)[nH]c(C(=O)NCc2cccs2)c1C,i,-2%,-4%,-4%[57.5 µM],16%,-9%,-1%,26%,50%[activator]
C[C@@H]1CN([C@@H](C)CO)C(=O)c2cc(NS(C)(=O)=O)ccc2O[C@H]1CN(C)Cc1ccc(Oc2ccccc2)cc1,i,-9%,1%,-19%,1%,-5%,-2%,-14%,?
O=C(COC(=O)c1ccccc1Oc1ccccc1)NC1CCS(=O)(=O)C1 (stereo not drawn),i,19%,0%,0%[57.5 µM],-7%,-8%,0%,-2%,12%

# An excerpt from above, showing only Mm-Cpn inhibitor, Akt phos inh and Abeta yeast res:
SMILES | Mm-Cpn inhibitor | Akt phos inh | Abeta yeast res
Cc1cccc(C)c1NC(=S)N(CCCN1CCOCC1)Cc1cccnc1 | 2% | i | -15%
Cc1cc(N(C)N)nc(NC(=O)NS(=O)(=O)c2ccccc2Cl)n1 | -2% | i | -4%

# Next part:
SMILES,Akt phos inh,Abeta yeast res,aSyn yeast inh,PTHR1 ag,HEK293 tox,TDP-43 yeast inh,Mm-Cpn inhibitor,FUS suppressor,GLP-1R inv ag
Cc1ccc(NC(=O)Cn2cc(S(=O)(=O)c3ccc(C)cc3)c(=O)c3cc4c(cc32)OCO4)cc1,·,8%,·,-19%,4%,14%,·,0%,0%
CN1CCN(c2ccc(Cl)cc2NC(=O)c2ccc(S(=O)(=O)N(C)C)cc2)CC1,i,-3%,7%,-8%[57.5 µM],-2%,-7%,-3%,6%,?
Cc1ccc(C)c(N2CCN(c3nc4ccccc4c(=O)n3-c3ccccc3)CC2)c1,·,-1%,·,?,12%,-12%,·,7%,5%
COc1ccc(-c2ncccc2OC(=O)C23CC4CC(CC(C4)C2)C3)cc1OC,i,-21%,0%,-9%,-7%,?,-2%,28%,-14%
CCOc1ccccc1C1NC(=O)NC(C)=C1C(=O)OCc1ccco1 (stereo not drawn),i,-7%,6%,13%[57.5 µM],-24%,-2%,-4%,-3%,23%
O=C(Nc1ccc(S(=O)(=O)N2CCCCC2)cc1)c1ccc(CN2CCOCC2)cc1,i,-19%,-1%,-94%[inhibitor],12%,-10%,-2%,?,20%
COc1ccc(-n2c(SCC(N)=O)nc3sc4c(c3c2=O)CCC4)cc1,i,-7%,0%,-19%,14%,1%[9.22 µM],-3%,6%,-8%
